Screening results as filed in PubChem.
APP 5'UTR act: APP 5'UTR luciferase reporter activation; activation, % at 2 µM; actives 1% (n = 190,000); AID 1276; SH-SY5Y APP 5'UTR luciferase reporter, luminescence; zero percent = DMSO vehicle wells;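 active means activation above a set limit, based on mean plus 3 SD of controls, cut at about 140% in these data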; further: values of inactives mirror those of a sister screen read the other way
FLuc inhib CS: counter-screen for luciferase assay inhibitors: firefly luciferase inhibition | AID 1006 | inhibition, % at 10 µM | P08659 | actives 1.5% (n = 200,000) | ATPLite firefly luciferase biochemical luminescence, 10 min;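 active means inhibition above about 50% when tested at 10 µM, limit read from the data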
FLuc act counter: firefly luciferase counter-screen for stimulation assays; P08659; ATPlite luciferase biochemical, luminescence, 10 min; 0 = ATP-free wells, 1 = DMSO control; activation factor at 10 µM; 200,000 tested, under 10 active;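 active means luciferase activation factor, scaled between plate controls, of at least 2 with compound at 10 µM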
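Material: luciferase plus luciferin reagent, cell-free. Medium: PBS buffer for ATP. Also added: ATP substrate, dispensed from a 10.24 µM working solution in PBS. Doses: test compounds dosed from 2 mM stocks in 100% DMSO. Incubation: 10 min post-reagent at room temperature. Technique: light output (luminescence). Read-out basis: luminescence gain marking luciferase activators.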
G6PDH CS: inhibits Leuconostoc G6PDH, flagging false hits in G6PDH-based assays; actives 0.12% (n = 200,000); Purified L. mesenteroides G6PDH, diaphorase/resazurin coupled fluorescence, 45 min; inhibition, % at 5 µM; AID 1020; in the data active means inhibition above about 50%
APP transl inh: APP translation inhibition | SH-SY5Y APP 5'UTR-luciferase reporter, luminescence | inhibition, % at 2 µM | actives 0.82% (n = 190,000) | AID 1285;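 active means inhibition above a set limit, derived from the sample mean plus 3 SD, cut at about 45% in these data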; further: values of inactives mirror those of a sister screen read the other way
Hsp70 activator: switches on Hsp70 transcription. activation, % at 10 µM. HeLa Hsp70 promoter luciferase reporter, luminescence; scaled: vehicle 0, proteasome-inhibitor control 100%. AID 1203. actives 0.04% (n = 200,000);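 active means activation above the mean across all tested compounds plus 3 SD, cutoff set per campaign, cut at about 5.5% in these data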;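 further: 100% = MG132 at 30 µM as the positive control and 0% = DMSO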
STAT1 act: STAT1 signaling activation. AID 932. NIH 3T3 STAT1-luciferase reporter, IFN-gamma, luminescence; 100% = IFN-gamma alone, no compound. actives 2.6% (n = 200,000). activation (% of control), % at 5.5 µM;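 active means activation above the screen-wide mean activation plus 3 SD, cut at about 130% in these data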;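 further: raw ratio to IFN-gamma control signal so 100% means no change and 0% no light; values of inactives mirror those of a sister screen read the other way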
Efa HMGR inh: blocks class II HMG-CoA reductase of Enterococcus faecalis; AID 1066; purified E. faecalis HMGR, NADPH absorbance 340 nm kinetic; inhibition, % at 10 µM; actives 0.41% (n = 190,000);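 active means inhibition above a set limit, the median over all tested compounds plus 3 SD, cut at about 9.5% in these data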;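 further: enzyme runs in reverse so mevalonate oxidation gives rising NADPH absorbance; 0% = complete reaction with DMSO and 100% = background rate lacking mevalonate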
Redox H2O2 prof: compounds producing H2O2 with reducing agent – biochemical, NIH compound library profiling, artefact control for MLSCN library redox annotation, primary screen; activation, % at 10 µM; DTT-dependent redox cycling H2O2, phenol red/HRP absorbance; 100% = 100 µM peroxide control, 0% = buffer; actives 0.03% (n = 200,000);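 active means activation of at least 50% relative to the plate's high and low controls in the primary single-dose screen; inactive means activation below 50%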;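 further: compound incubated with DTT at 0.8 mM final as the reducing agent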
NF-kB neuron act: NF-kB expression increase, human neuronal cells; NF-kB reporter expression; stronger effect = higher value; AID 1239; actives 1.6% (n = 190,000); fold change at 12.5 µM; in the data active means fold change above about 3.3
* = called active by the depositor; · = not tested or not shown.

SMILES	APP 5'UTR act	FLuc inhib CS	FLuc act counter	G6PDH CS	APP transl inh	Hsp70 activator	STAT1 act	Efa HMGR inh	Redox H2O2 prof	NF-kB neuron act
O=C(CO/N=C/c1cccc([N+](=O)[O-])c1)Nc1ccc2ccccc2c1	4	2	1	4	-4	-0.2	86	1	0.2	1.2
Cc1cccc(OCCSCc2nc3ccccc3[nH]2)c1	-2	0	1	3	2	-0.2	99	-6	-3.5	0.75
CC1CC(C)CN(S(=O)(=O)c2ccc(C(=O)N3CCN(c4ccccc4)CC3)cc2)C1 (centres undefined)	6	-5	1	4	-6	-0.2	90	3	-1.7	0.7
Cc1csc(SCC(=O)Nc2ncc(Cl)c(C)c2Cl)n1	5	4	1	-2	-5	-0.1	101	-1	-3.4	1.3
O=S(=O)(NCCc1cn2ccccc2n1)c1ccc(F)c(C(F)(F)F)c1	9	-9	1.1	0	-9	-0.4	103	-4	-0.9	0.97
CC(C)(C)C(=O)NC(=S)NCCc1ccccc1	45	-2	1	6	-45	0.3	127	-2	-7.5	2
O=C(NCC1CCCO1)C1CC(=O)N(c2ccc(F)c(Cl)c2)C1 (centres undefined)	-1	-6	1.1	-3	1	-0.1	101	3	-0.9	1.1
O=C(CSc1nccc(=O)[nH]1)Nc1ccc2c(c1)OCCO2	57	0	1	0	-57	0.7	118	-3	0.1	2.1
O=C(O)CCc1nn2c3ccccc3n(CC(=O)O)c2nc1=O	16	4	1	6	-16	-0.2	100	-5	-0.8	0.98
CCOc1ccc(C(=O)Nc2c3c(nn2C(C)(C)C)CSC3)cc1OCC	0	-5	1	-14	0	-0.2	96	-2	-0.7	0.98
C=CCOC(=O)C1=C(C)OC(N)=C(C#N)C1c1ccc2c(c1)OCO2 (centres undefined)	4	1	1	36	-4	-0.4	86	0	-0.2	0.99
CC(O)(C#CCN1CCOCC1)c1ccccc1 (centres undefined)	-3	-5	1	-12	3	0.1	96	-4	-0.9	1.1
Cc1ccc(SCC(=O)N2CCc3ccccc32)cc1	4	43	0.6	7	-4	0.5	126	-1	0.8	1.7
CC(C)(C)c1ccc(C(=O)N2CCC(C(=O)NCCC3=CCCCC3)CC2)cc1	7	-6	1.1	-2	-7	-0.1	100	5	-4.4	0.9
COc1ccc(-c2oc3ccccc3c(=O)c2OC(C)=O)cc1	40	-1	1	4	-40	0.0	96	3	-1.9	1.2
CCN(CCn1cccn1)Cc1nc(-c2ccccc2)no1	-17	0	1	10	17	-0.3	106	-2	-0.9	0.89
CCCSc1nc(=S)n(Cc2ccccc2)c(C)c1C(C)=O	13	-3	1	12	-13	-0.1	88	-5	0.2	1.3
COc1cc(C(C(=O)NC2CCCCC2)N(Cc2cccs2)C(=O)Cc2c[nH]c3ccccc23)cc(OC)c1OC (centres undefined)	-9	-10	1.1	9	9	-0.4	90	0	1.3	0.58
Cc1cc(NS(=O)(=O)c2ccc(NC(=O)c3ccco3)cc2)no1	-3	-10	1.1	2	3	-0.3	91	0	0.4	1.2
O=C(CCl)N(Cc1ccccc1)c1ccccc1	-10	0	1	5	10	-0.2	83	2	-0.4	0.13
Nn1c(SCC(=O)NCc2ccccc2)nnc1C1CC1	3	-2	1	2	-3	-0.1	96	-5	1.6	1.1
C1CN(c2nc3nonc3nc2N2C[C@H]3CC[C@H]2C3)CCS1	6	-1	1	13	-6	-0.3	101	-1	-1.8	1.2
CNC(=O)CSc1cnc2ccccc2n1	12	-7	1.1	4	-12	-0.2	98	2	-0.4	1.4
C=CCNC(=O)c1ccccc1NC(=O)c1ccccc1SC	12	-10	1.1	18	-12	-0.4	99	-4	-0.6	1
COc1ccc(NC(=O)c2oc3ccccc3c2NC(=O)c2ccco2)cc1	-6	3	1	-71	6	-0.1	107	-6	2.2	0.51

Later entries:
SMILES	APP 5'UTR act	FLuc inhib CS	FLuc act counter	G6PDH CS	APP transl inh	Hsp70 activator	STAT1 act	Efa HMGR inh	Redox H2O2 prof	NF-kB neuron act
CCC(C)NC(=S)Nc1ccc(C(=O)OC)cc1 (centres undefined)	26	-8	1.1	10	-26	-0.2	88	-1	-0.9	·
CSc1ccc(CN(C)Cc2nc3cc(C(F)(F)F)ccc3c(=O)[nH]2)cc1	9	-8	1.1	4	-9	-0.3	97	-3	-0.3	1.1
CCCn1c(N)c(Sc2ccc(Cl)cc2)c(=O)n(CCC)c1=O	0	-5	1	8	0	-0.1	100	-3	0.1	0.9
C=C1/C(=C\C=C2/CCC[C@]3(C)[C@@H]([C@H](C)CCCC(C)(C)O)CC[C@@H]23)C[C@@H](O)C[C@@H]1O	·	-4	1	21	·	0.0	·	3	·	·
CCn1c2ccccc2c2cc(N=C3SC(CC(=O)Nc4ccccc4)C(=O)N3C)ccc21 (centres undefined)	10	-8	1.1	3	-10	-0.5	103	-6	-4.2	0.9
Cc1cccn2c(CN3CCCN(C=O)CC3)c(C(=O)N(C)CCc3ccccc3)nc12	-3	-6	1.1	0	3	0.0	98	1	-2.4	1.2
Cc1ccc(N2C(=O)SC(N(CC(=O)O)c3cccc(C)c3)C2=O)cc1 (centres undefined)	5	-5	1.1	6	-5	0.1	117	-2	-0.6	1.1
Cc1ccc(CSCc2ccc(C(=O)NC3CCCC3)o2)cc1	-19	-8	1.1	6	18	1.2	92	-5	-0.5	1.2
COC(=O)c1c(-c2ccccc2)csc1NC(=O)c1ccco1	23	18	0.8	10	-23	1.1	174*	-4	0.1	1.7
Cc1ccsc1C(=O)OCC(=O)Nc1c(C)n(C)n(-c2ccccc2)c1=O	5	0	1	2	-5	-0.3	99	2	-0.5	1
CCCN(CCC)C(=O)CCS(=O)(=O)c1cccc2nsnc12	9	-2	1	7	-9	-0.1	100	-2	-2.4	1.1
Cc1ccccc1OCCn1c(=O)oc2ccccc21	7	-4	1	-2	-7	-0.4	109	-1	2.8	1.6
O=C(CCS(=O)(=O)Cc1ccccc1F)N1CCc2ccccc2C1	-2	-7	1.1	6	2	-0.3	101	-2	-1.2	0.96
CCOC(=O)C(=CNc1cccc(N)n1)C(=O)OCC	3	-7	1.1	4	-3	-0.4	96	-7	-8.8	0.75
Cc1[nH]c(=O)nc2c1CCC2	20	-8	1.1	3	-20	0.0	107	1	-1.6	1
Cc1ccc(-n2c(=O)cc(N3CCN(C(=O)c4ccco4)CC3)[nH]c2=O)cc1	-16	-7	1.1	-16	16	-0.1	106	-5	0.3	1.4
CN1CCN(c2ncc(CN3C(=O)c4ccccc4C3=O)s2)CC1	-11	-8	1.1	-5	11	0.1	102	0	-2.0	0.94
S=C1NCN(C2CCCCC2)CN1Cc1ccccc1	2	-5	1	0	-2	0.3	98	-1	-0.5	1.3
Cc1cc(=O)[nH]c(SCC(=O)N2CCCc3ccccc32)n1	-65	-3	1	1	65*	-0.3	94	-2	0.9	1.1
Cc1csc(SCC(=O)Nc2cccc(S(=O)(=O)N3CCCC3)c2)n1	4	-3	1	4	-4	-0.4	98	-2	0.3	0.82
O=C(NC1(C(=O)NC2CCCCC2)CCCCC1)c1ccccn1	1	-6	1.1	-2	-1	-0.3	100	-1	0.0	0.96
c1ccc(N2CCN(c3nc4cc5c(cc4s3)OCO5)CC2)cc1	80	29	0.7	-20	-80	0.3	146*	-1	3.0	3.8*
CSc1ccccc1NC(=O)CSc1nncs1	23	-1	1	8	-23	-0.3	100	-4	-0.4	0.95
Cc1ccc(C=Nc2ccccc2C(N)=O)cc1	-17	23	0.8	8	17	-0.1	109	0	0.5	2.5
CC(C)n1c(SCc2ccc(Cl)cc2)nc2c1c(=O)[nH]c(=O)n2C	4	-1	1	-6	-4	0.2	101	-4	1.2	1.2

An excerpt from above in order of their number in Redox H2O2 prof, high to low:
mol,Redox H2O2 prof
Cc1ccc(N2C(=O)SC(N(CC(=O)O)c3cccc(C)c3)C2=O)cc1 (centres undefined),-0.6
CCC(C)NC(=S)Nc1ccc(C(=O)OC)cc1 (centres undefined),-0.9
Cc1cccn2c(CN3CCCN(C=O)CC3)c(C(=O)N(C)CCc3ccccc3)nc12,-2.4

New compounds follow
SMILES	APP 5'UTR act	FLuc inhib CS	FLuc act counter	G6PDH CS	APP transl inh	Hsp70 activator	STAT1 act	Efa HMGR inh	Redox H2O2 prof	NF-kB neuron act
C/C(=N\NC(=O)C(=O)Nc1cc(Cl)ccc1Cl)c1ccncc1	0	-2	1	-4	0	-0.1	105	-7	-0.1	0.86
Cc1cc(C)c(OCCOCCN(C)C)c(Br)c1	12	-4	1	2	-12	-0.3	96	-2	-0.3	1
CCC/C(O)=C1\C(=O)CC(c2ccccc2)CC1=NC (centres undefined)	4	-1	1	4	-4	-0.1	100	1	-1.7	1.3
Cc1ccc2cc(S(=O)(=O)NCCCN3CCOCC3)ccc2c1	-21	-8	1.1	13	21	-0.3	82	-5	-0.2	1
CCCn1nnnc1SCC(=O)Nc1cccc(NC(=O)c2ccco2)c1	11	-7	1.1	-13	-11	-0.3	109	1	3.1	0.8
CCC(C)c1c(O)nc(SCc2ccccc2)[nH]c1=O (centres undefined)	2	-3	1	1	-2	-0.2	103	-2	-0.6	1.1
Cc1ccc(CN2CCN(Cc3cnc(C)s3)CC2CCO)cc1 (centres undefined)	-1	-2	1	3	1	-0.2	93	-4	-1.6	·
Cc1ccc(OCC(=O)c2ccc3c(c2)CCCC3)cc1C	29	2	1	5	-29	-0.2	106	-4	1.5	1.6
Cc1nn2c(-n3ccnc3)c3c(nc2c1-c1ccccc1)CCC3	15	-6	1.1	7	-15	-0.1	95	-2	-0.9	1.2
Cc1cc(NC(=O)CSc2nnc(-c3ccncc3)n2N)ccc1Br	-7	-1	1	3	6	-0.4	103	-5	1.3	1
COc1cccc(CNC(=O)CCC2CCCN(C(=O)CCC(F)(F)F)C2)c1 (centres undefined)	12	-5	1	19	-12	0.1	98	-2	0.8	1.1
CCCCc1ccc(NC(=S)N2CCC(O)CC2)cc1	1	4	1	4	-1	-0.2	105	-7	-0.2	1.4
O=C1c2ccccc2C(Nc2ccccc2)N1c1cccnc1 (centres undefined)	3	-2	1	5	-3	0.2	103	-6	-1.5	1.1
Cc1noc(NS(=O)(=O)c2ccc(N/C=C\C(=O)c3ccccc3)cc2)c1C	16	1	1	3	-16	0.0	122	-3	-0.3	1.4
O=C(Nc1ccccc1N1CCN(C(=O)c2ccccc2)CC1)c1ccc2c(c1)OCO2	-10	-9	1.1	4	10	-0.2	98	0	-0.8	0.57
Cc1cc(C)nc(N2CCC(CNC(=O)CCc3ccccc3)CC2)n1	0	-3	1	21	0	0.0	99	3	-0.4	1.3
N#Cc1cnn(Cc2ccccc2)c1/N=C/N1CCOCC1	12	-7	1.1	4	-12	-0.1	98	-10	-0.3	1.1
COC(=O)Cc1c(C)nc2nc(-c3ccc(C)cc3)[nH]n2c1=O	17	50*	0.5	-3	-17	0.2	98	-5	-0.2	1.2
COc1ccc(OC)c(C2/C(=C(/O)c3ccccc3)C(=O)C(=O)N2Cc2ccco2)c1 (centres undefined)	7	-2	1	10	-7	-0.6	107	-7	0.0	1.2
Cc1cccc(C)c1OCCNC(=O)c1ccc2ccccc2n1	20	-4	1	12	-20	-0.3	97	-6	-1.9	1.4
O=C1CCCN1c1ccc(S(=O)(=O)Nc2cccnc2)cc1	10	-3	1	0	-10	-0.3	95	-8	-0.3	1
Fc1ccc(COc2ccc(/C=N/n3cnnc3)cc2)cc1	23	-2	1	1	-23	0.0	92	-8	0.4	1.2
Cc1cc(NC(=O)COc2ccccc2C)no1	90	27	0.7	-4	-90	-0.3	128	-4	0.1	2.8

Compounds were not picked by outcome. Share with any hit: about 5.3%.
